# Statin myotox sup: suppression of simvastatin myotoxicity. C2C12 myotubes + simvastatin, ATP luminescence, 48 h; scaled: DMSO 0, geranylgeraniol control 100. rescue of ATP level, % at 7.49 µM. 330,000 tested, 0.78% active. AID 602340;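 active = mean ATP rescue above about 67%, or every replicate alone reaching that limit, limit read from the data, passing the limit was not always enough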;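 note: myotubes were challenged with 10 µM simvastatin during compound exposure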
# ERAP1 HTS inh: blocks human ERAP1 aminopeptidase activity. Q9NZ08. recombinant ERAP1, Leu-AMC fluorescence, 60 min. inhibition, % at 10.7 µM. 340,000 tested, 0.15% active. AID 652197;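 active = mean replicate inhibition of at least 30%, or all replicates individually reaching that 30% level; inactive = mean below 30% and not every replicate reaching it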;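 note: 0% = neutral control wells and 100% = L-leucinethiol positive control wells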
# Target sequence (Q9NZ08 whole entry, looked up): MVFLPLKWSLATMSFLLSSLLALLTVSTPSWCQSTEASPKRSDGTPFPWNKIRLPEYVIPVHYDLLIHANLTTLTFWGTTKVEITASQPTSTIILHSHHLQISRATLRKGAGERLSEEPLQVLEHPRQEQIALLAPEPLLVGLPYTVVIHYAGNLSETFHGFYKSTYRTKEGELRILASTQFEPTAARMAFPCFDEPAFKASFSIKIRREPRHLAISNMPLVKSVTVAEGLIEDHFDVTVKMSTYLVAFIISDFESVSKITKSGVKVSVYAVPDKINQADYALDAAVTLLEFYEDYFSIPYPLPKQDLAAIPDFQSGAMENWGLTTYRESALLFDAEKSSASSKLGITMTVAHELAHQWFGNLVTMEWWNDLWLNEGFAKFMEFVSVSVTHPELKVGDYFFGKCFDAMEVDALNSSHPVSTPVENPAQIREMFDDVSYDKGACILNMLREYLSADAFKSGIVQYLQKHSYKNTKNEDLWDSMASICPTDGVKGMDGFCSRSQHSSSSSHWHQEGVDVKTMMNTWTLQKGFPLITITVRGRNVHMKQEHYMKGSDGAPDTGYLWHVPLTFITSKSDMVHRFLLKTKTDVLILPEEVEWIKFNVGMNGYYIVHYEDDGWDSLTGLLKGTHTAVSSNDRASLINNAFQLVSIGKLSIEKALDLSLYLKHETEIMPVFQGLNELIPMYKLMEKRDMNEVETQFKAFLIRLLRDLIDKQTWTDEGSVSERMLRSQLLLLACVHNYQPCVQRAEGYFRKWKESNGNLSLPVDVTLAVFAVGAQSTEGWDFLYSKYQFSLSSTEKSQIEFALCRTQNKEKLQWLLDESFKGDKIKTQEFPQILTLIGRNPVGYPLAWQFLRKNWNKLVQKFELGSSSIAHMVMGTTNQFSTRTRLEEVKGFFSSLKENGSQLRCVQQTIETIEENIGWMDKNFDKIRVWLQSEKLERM
# LGR2 antag: blocks bursicon-induced cAMP signaling via Drosophila LGR2 | inhibition, % at 9.99 µM | HEK293 LGR2, CRE-luciferase, bursicon-stimulated, 4 h | 380,000 tested, 0.35% active | AID 720647;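 active = drop in luminescence signal, shown as inhibition above about 50% in the replicate tests, limit read from the data, passing the limit was not always enough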;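 note: agonist challenge used bursicon conditioned medium at about half maximal strength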
# S100A4 inh HTS: inhibitors of human S100A4 binding to myosin IIA peptide | P26447 | S100A4/TAMRA-MyoIIA peptide fluorescence polarization | inhibition, % at 10.7 µM | 360,000 tested, 0.14% active | AID 652163;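 active = mean inhibition of at least 70% across replicates, with every replicate also reaching that level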
# Target sequence (P26447 whole entry, looked up): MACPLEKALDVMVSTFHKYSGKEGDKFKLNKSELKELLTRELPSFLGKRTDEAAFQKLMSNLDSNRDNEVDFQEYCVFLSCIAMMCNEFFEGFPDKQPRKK
#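 incubation = readout 5 min after mixing, signal stable up to 60 min | system = S100A4 monomer protein | buffer or medium = HEPES pH 7.2 with CaCl2, KCl, NaCl, DTT, Triton | benchmarks = neutral control DMSO, positive control TFP | also added = fluorescent myosin IIA peptide, 5 nM | compound dosing = one concentration per compound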
# SIRT5 inh: inhibitors of human sirtuin-5 desuccinylase | Q9NXA8 | Purified SirT5, succinyl-peptide AMC, trypsin-coupled fluorescence | inhibition, % at 15 µM | 330,000 tested, 1.1% active | AID 652115; in the data active = inhibition above about 15%
# XiGFP reactiv: reactivates the inactive X chromosome in mouse fibroblasts. activation, % at 7.58 µM. 360,000 tested, 0.055% active. XiGFP mouse fibroblasts, % GFP-positive cells imaging, 3 d; cells co-treated with 5-aza-dC sensitizer; scaled so ellipticine positive control = 100%;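 active = mean normalized replicate activation at least 10% and every replicate at or above 10%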;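 note: 0% = median of on-plate neutral control wells and 100% = ellipticine 6 µM median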
#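 Assay system – SV40-immortalized XiGFP fibroblast cells, line 68-5-11 · Buffer or medium – DMEM supplemented with 5-aza-dC as sensitizing agent · Dosing – one concentration, pinned · Benchmarks – positive control ellipticine, 6 µM final · Times – 3 days compound exposure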
# PGC1a acetyl inh: PGC1a acetylation modulation, inhibitor mode | U2OS PGC1a acetylation, AlphaScreen anti-acetyl-lysine; with virally co-expressed GCN5 acetyltransferase | inhibition, % at 15.6 µM | 350,000 tested, 0.17% active | AID 651687;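 active = every replicate shows inhibition of at least 40%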;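 note: 0% = neutral control wells and 100% = positive control wells; some results beyond the cut were filed as inactive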
# Cneo AK release: Cryptococcus neoformans lysis via adenylate kinase release. C. neoformans lysis, adenylate kinase release luminescence, 4 h; normalised: neutral wells 0, clomiphene wells 100. lysis activity, % at 15 µM. 360,000 tested, 0.2% active. AID 651654;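 active = mean lysis activity across replicates of at least 80%, whatever share of replicates individually reach that level; inactive = mean lysis activity below 80%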
#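 Material – log-phase Cryptococcus neoformans yeast cells · Input – 5 × 10^6 yeast cells/mL · Medium – fresh YPD growth medium · Doses – single compound concentration per well · Timing – static 4 h at 37 °C with compound, 1 h detection · Detection – adenylate kinase release luminescence · Read-out – signal increase indicating cell lysis · Control set – Clomiphene as positive lysis control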
# An asterisk follows results filed as active; . = no result given. An excerpt. The share of hits here may be higher or lower than overall.
SMILES,Statin myotox sup,ERAP1 HTS inh,LGR2 antag,S100A4 inh HTS,SIRT5 inh,XiGFP reactiv,PGC1a acetyl inh,Cneo AK release
C[C@H](CO)N1C[C@H](C)[C@H](CN(C)C(=O)C2CCOCC2)Oc2ncc(C#Cc3cccc(F)c3)cc2C1=O,12,.,1,.,.,0.0,3,.
C[C@H]1CN([C@@H](C)CO)C(=O)Cc2cc(NC(=O)C3CCCCC3)ccc2O[C@H]1CN(C)S(=O)(=O)c1ccc(F)cc1,0,2,15,-3,2,-0.5,-8,4
C[C@@H]1CCCCO[C@@H](CN(C)C(=O)Nc2ccccc2)[C@H](C)CN([C@H](C)CO)C(=O)c2cc(NC(=O)CCCN(C)C)ccc2O1,.,0,-14,7,-7,0.3,9,-2
CC(C)(C)n1nc2c(c1NC(=O)c1ccccc1S(=O)(=O)C(F)F)CS(=O)(=O)C2,.,3,11,2,-1,0.1,-1,-1
C/C(=N\NC(=O)c1sccc1-n1cccc1)c1cccs1,.,-1,-73,-2,-4,0.2,2,.
COCC(=O)Nc1cc(C(=O)NCCc2ccccc2)ccc1Cl,.,3,4,-1,.,0.0,-2,-3
CS(=O)(=O)c1ccccc1-c1nnc(NC(=O)COc2ccc(Cl)cc2)o1,8,3,-8,-2,2,0.2,.,0
CC1CCN(Cc2ccc(NC(=O)C3CCN(c4nnc(-n5cccc5)s4)CC3)cc2)CC1,-3,.,12,-12,.,0.2,-6,1
Cc1cc2ccccc2n1CCNC(=O)C1CC1,-3,5,-9,57,0,0.0,-9,-1
NC(=O)c1ccccc1NC(=O)NC1CCCCC1,-2,2,-5,-1,-1,.,-3,0
COc1ccc(NC(=O)N/C=C/c2ccccc2)cc1,.,-2,.,-3,-1,0.1,4,.
Cc1nn(CC(=O)Nc2ccc3c(c2)nc(CN2CCCC2)n3C)c(=O)c2ccccc12,-1,-1,2,-10,-3,.,-5,1
CC1CC2=C(NC(=S)NC2c2ccccc2F)/C(=C/c2ccccc2F)C1 (stereo not drawn),.,1,-7,-7,-1,0.0,-9,.
O=C(C1CC1)N1CCN(S(=O)(=O)c2ccc3c(c2)OCCO3)CC1,1,-1,-1,-1,-7,0.0,9,-1
O=C(C[C@@H]1CC[C@H]2[C@@H](COC[C@@H](O)CN2C(=O)Nc2ccc(Cl)c(Cl)c2)O1)NCc1ccccc1,-7,2,-2,5,-2,0.1,0,-4
Nc1nc(SCC(=O)Nc2ccc(F)cc2)[nH]c(=O)c1NC(=O)c1ccc(F)c(F)c1,-2,5,-2,1,0,0.2,.,0
COc1ccc2c3c(n(C)c2c1)[C@@H](CO)N(C(=O)c1ccc(F)cc1)CC31CN(C(=O)c2ccc(F)cc2)C1,.,2,-25,10,0,0.1,.,.
CCCCN(CC)CCCNC(=O)c1ccc2c(c1)N(CC)C(=O)c1ccccc1S2(=O)=O,-1,-3,2,-1,-3,0.4,.,0
COc1ccc(NC(=O)CCCNC(=O)c2ccc(Cl)cc2)cc1S(=O)(=O)N1CCCCC1,-1,1,-8,-3,-2,0.2,0,-1
COC(=O)c1c(-c2ccc(OC)cc2)oc2ccccc12,-3,0,6,-6,.,0.2,1,-1
Oc1ccc2sc(-c3ccccc3O)c(-c3ccc(OCCN4CCCCC4)cc3)c2c1,.,.,-6,-2,-3,-0.1,.,.
COC(=O)C1=C(C)N(Cc2ccc(C(F)(F)F)cc2)C(=NCc2ccccc2C(F)(F)F)NC1c1ccccc1 (stereo not drawn),.,-1,-1,6,-3,0.4,.,.
O=C(C[C@H]1CC[C@H](NC(=O)Nc2ccccc2F)[C@H](CO)O1)NCc1ccc(Cl)cc1,-4,-2,-6,18,10,0.2,6,1
Clc1cc(-c2ccc(/C=N/n3cnnc3)o2)ccc1Br,.,1,-9,-2,0,0.2,.,0
CCCCCc1c(O)nc(SCCN(C)C)[nH]c1=O,.,.,9,-7,-1,.,10,1
C[C@H]1CN([C@@H](C)CO)C(=O)c2cc(Br)cnc2O[C@H]1CN(C)C(=O)Nc1ccccc1,-3,1,-7,-5,2,-1.1,-6,-8
CCn1nc(NS(=O)(=O)c2ccccc2)c2cc3cc(C)ccc3nc21,5,4,-3,1,-3,0.0,-24,0
C[C@@H]1CCCCO[C@H](CN(C)Cc2ccc(Cl)c(Cl)c2)[C@@H](C)CN([C@H](C)CO)C(=O)c2cc(NC(=O)Nc3ccc(F)cc3)ccc2O1,.,3,-17,-6,-3,0.4,16,-7
CCOC(=O)CNC(=O)N(C)[C@H]1C[C@H]2c3[nH]c4ccccc4c3CCN2C[C@H]1[C@H](C)O,-4,0,6,-10,0,.,3,-1
CN(C)c1ccc(CN(C(=O)/C=C/c2ccccc2Cl)C2CCS(=O)(=O)C2)cc1 (stereo not drawn),0,-6,-1,1,5,0.3,1,1

# Reformatted tab-delimited: entries from further up.
Compound	Statin myotox sup	ERAP1 HTS inh	LGR2 antag	S100A4 inh HTS	SIRT5 inh	XiGFP reactiv	PGC1a acetyl inh	Cneo AK release
O=C(C[C@H]1CC[C@H](NC(=O)Nc2ccccc2F)[C@H](CO)O1)NCc1ccc(Cl)cc1	-4	-2	-6	18	10	0.2	6	1
Clc1cc(-c2ccc(/C=N/n3cnnc3)o2)ccc1Br	.	1	-9	-2	0	0.2	.	0
CCCCCc1c(O)nc(SCCN(C)C)[nH]c1=O	.	.	9	-7	-1	.	10	1
C[C@H]1CN([C@@H](C)CO)C(=O)c2cc(Br)cnc2O[C@H]1CN(C)C(=O)Nc1ccccc1	-3	1	-7	-5	2	-1.1	-6	-8

# Next results follow:
SMILES,Statin myotox sup,ERAP1 HTS inh,LGR2 antag,S100A4 inh HTS,SIRT5 inh,XiGFP reactiv,PGC1a acetyl inh,Cneo AK release
Cc1ccc(CCNC(=O)CC2Oc3ccc(C)cc3NC2=O)cc1 (stereo not drawn),-3,-1,7,6,-7,0.2,0,1
COc1c2occc2c(OC(C)=O)c2c(=O)cc(C)oc12,-5,1,-14,-3,0,0.1,.,4
COc1ccc(NC(=O)N[C@@H]2CC[C@H](CC(=O)NC3CCCCC3)O[C@H]2CO)cc1,-2,-5,-9,2,-2,0.0,-19,-1
COc1ccc(NC(=S)NCC(c2ccco2)N2CCCC2)cc1 (stereo not drawn),.,-2,.,0,4,-0.1,-2,.
O=C(c1ccc(F)cc1)N1C[C@@H]2[C@H](c3ccccc31)[C@@H](CO)N2C(=O)c1ccccc1,8,-1,-13,5,-9,0.0,-5,-1
CC(C)(C)c1ccc(CC(=O)N2CCC2(C)C(=O)Nc2ccc3[nH]ncc3c2)cc1 (stereo not drawn),-18,-2,0,0,.,0.3,-12,-3
C/C=C/c1ccc2c(c1)O[C@H](CN(C)C(=O)c1cccc(F)c1)[C@@H](C)CN([C@H](C)CO)S2(=O)=O,-20,0,4,7,3,0.6,1,-21
O=C(N[C@@H]1C/C=C\C[C@@H](CC(=O)N(CCO)Cc2ccccc2)C(=O)N[C@@H](c2ccccc2)COC1=O)OCC1c2ccccc2-c2ccccc21,-51,0,-6,1,.,0.0,-5,0
CCSc1nnc(NC(=O)c2ccc(F)c(S(=O)(=O)N3CCOCC3)c2)s1,-26,-4,14,-3,7,0.0,-6,0
COc1ccccc1OCc1ccc(C(=O)N(C)c2ccccc2)o1,-37,1,-5,5,.,0.2,-5,-3
Cn1cc(SCC(=O)Nc2nccs2)c2ccccc21,-8,1,-72,-3,-3,0.1,.,0
CCn1c(SCC(=O)NC2CCCCC2)nnc1C(CO)NC(=O)c1ccccc1 (stereo not drawn),6,1,6,1,-3,0.3,1,-3
O=C(C[C@H]1C[C@@H]2c3cc(NC(=O)NC4CCCCC4)ccc3O[C@@H]2[C@@H](CO)O1)NCc1cccnc1,-7,0,-4,7,5,0.1,7,-1
O=C(CN(C(=O)C1CSC(=O)C1)c1cccc(F)c1)NC1CCCC1 (stereo not drawn),.,-4,15,-15,-5,0.2,.,2
C#CC(=O)N(c1cccc(OC)c1)C(C(=O)NC1CCCC1)c1cccs1 (stereo not drawn),-501,-3,104*,1,4,.,93*,2
CS(=O)(=O)N(CC(=O)NC1CCCC1)C1CCCCC1,.,-2,-8,-1,-6,0.0,8,.
Cc1ccc(S(=O)(=O)N(C)C[C@@H]2Oc3ccc(NC(=O)Cn4cnnn4)cc3CC(=O)N([C@H](C)CO)C[C@@H]2C)cc1,-46,2,-3,-7,-5,-0.4,-5,0
O=C(OCc1nnc(-c2ccccc2)o1)c1cc(F)c(F)cc1Cl,.,1,-7,-13,.,-0.1,1,.
CNC[C@H]1Oc2ccc(N(C)C)cc2C(=O)N([C@@H](C)CO)C[C@H]1C,20,-1,.,-40,-2,-1.0,8,-2
C[C@@H]1CCCCO[C@H](CN(C)C(=O)C2CCCCC2)[C@@H](C)CN([C@@H](C)CO)C(=O)c2cc(NC(=O)CCC(F)(F)F)ccc2O1,.,-1,-4,-4,5,-0.1,16,36
N=C1C(c2ccccc2)=C(O)CN1CCCO,-4,-2,4,-19,-3,0.2,-1,1
C[C@@H]1CN([C@@H](C)CO)C(=O)c2cccc(NS(=O)(=O)c3ccc(F)cc3)c2O[C@@H]1CN(C)C,-6,0,5,5,-6,-0.1,2,1
CO[C@@H]1CN(C)C(=O)c2cc(NS(=O)(=O)c3ccc(F)cc3)ccc2OC[C@@H](C)N(C)C[C@H]1C,-9,-1,5,2,-1,0.2,.,-6
CCOC(=O)C1CCCN(C(=O)c2cc(C#N)cs2)CC1 (stereo not drawn),0,4,4,-3,.,0.2,6,3
CO[C@H]1CN(C)C(=O)c2cc(NS(=O)(=O)c3cccc(Cl)c3)ccc2OC[C@@H](C)NC[C@@H]1C,6,-2,4,-20,-1,0.2,-3,2
Cc1ccc(NC(=O)CN2C(=O)c3ccccc3C2=O)c(C)c1,5,-2,-3,-2,-4,0.0,-8,1
O=C(CN1C(=O)N/C(=C\c2ccccc2OCc2ccc(C(=O)O)cc2)C1=O)Nc1ccccc1F,1,6,7,-2,4,0.0,.,0
COCCNC(=O)CN1CCOc2ccccc21,9,0,-1,-1,.,0.1,-4,4
O=c1ccc(-c2ccc(S(=O)(=O)Nc3cccc(F)c3)o2)n[nH]1,-7,1,4,0,0,0.1,.,-1
Cc1ccc(NC(=O)c2cc(C(=O)c3cc(Cl)ccc3O)cn(-c3ccc(C)cc3)c2=O)cc1,.,-4,8,1,.,1.0,.,0
CSc1cccc(NS(=O)(=O)c2ccc3c(c2)oc(=O)n3C)c1,-5,1,8,-5,-4,0.2,.,5
COc1ccc(-c2ccc(SCC(=O)Nc3cccc(C(C)=O)c3)nn2)cc1OC,10,-2,5,5,-2,0.2,-12,-12
Cc1cc(C)n2c(NC3CCCC3)c(-c3cccnc3)nc2n1,.,-4,1,-2,.,0.1,.,.
CN(C)C(=O)C[C@H]1CC[C@H](NC(=O)c2ccc(F)cc2)[C@@H](CO)O1,3,1,0,-6,-1,0.0,-6,-8
CC(C)NC(=O)Nc1ccc2c(c1)C(=O)N([C@@H](C)CO)C[C@H](C)[C@@H](CN(C)S(=O)(=O)c1ccc(F)cc1)OCCCC[C@@H](C)O2,.,13,-7,12,1,0.0,2,-1
O=C(Nc1ccc(Cl)cc1)OC[C@@H]1CSCCS(=O)(=O)N1,.,-5,-38,1,-3,-0.1,.,.
